High-throughput results: PubChem, several laboratories
Yeast superoxide: yeast age-related superoxide inhibition as caloric restriction mimetic; superoxide response (% of plate mean), % at 10 µM; 330,000 compounds, 0.18% hits; S. cerevisiae aged cells, superoxide DHE fluorescence; stronger effect = lower value;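 active = superoxide response under a set limit, about three screen SD below normal, cut at about 65% in these data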;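 also: yeast aged for seven days with compound at 30 °C before DHE staining; 100% = average MFI of all compound-treated wells on the plate with controls excluded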
CIT2-GFP yeast: alters CIT2-GFP fluorescence in TOR pathway yeast screen. S. cerevisiae CIT2-GFP strain, flow cytometry, 3 h; 100 means same as DMSO wells. GFP response vs DMSO, % at 10 µM. 320,000 compounds, 0.065% hits;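 active = GFP response relative to DMSO above a set limit, near the screen mean plus 3 SD, cut at about 150% in these data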;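 also: ratio of well median GFP fluorescence to mean of DMSO wells on the plate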
AGP1-GFP MLPCN: alters AGP1-GFP fluorescence in TOR pathway yeast screen | GFP response vs DMSO, % at 10 µM | AID 2066 | S. cerevisiae AGP1-GFP multiplex flow cytometry, 3 h; GFP as percent of DMSO wells | 320,000 compounds, 0.02% hits;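 active = GFP response relative to DMSO above a set limit, near screen average plus 3 SD, cut at about 150% in these data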;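 also: median GFP channel fluorescence of the gated AGP1 strain per well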
LAP4-GFP MLPCN: alters LAP4-GFP fluorescence in TOR pathway yeast screen | S. cerevisiae LAP4-GFP multiplex, flow cytometry GFP, 3 h; median GFP as percent of DMSO wells | GFP response vs DMSO, % at 10 µM | 320,000 compounds, 0.34% hits;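 active = GFP response vs DMSO above a set limit, about the screen mean plus 3 SD, cut at about 150% in these data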
MEP2 TOR yeast: alters MEP2-GFP fluorescence in TOR pathway yeast screen; S. cerevisiae MEP2-GFP strain, flow cytometry GFP, 3 h; 100% = DMSO control level; 330,000 compounds, 0.51% hits; GFP response vs DMSO, % at 10 µM; AID 2016;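 active = GFP response versus DMSO above a set limit, roughly screen mean plus 3 SD, cut at about 180% in these data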;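 also: median GFP fluorescence of the barcode-gated MEP2-GFP cells per well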
RPL19A-GFP yeast: yeast TOR pathway RPL19A-GFP modulation | S. cerevisiae RPL19A-GFP strain, flow cytometry, 3 h; stronger effect = lower value | percent response vs DMSO, % at 10 µM | 330,000 compounds, 0.3% hits | AID 2025;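 active = percent response vs DMSO below 50%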;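 also: median channel GFP fluorescence of the barcoded RPL19A-GFP strain; ratio of sample median GFP to plate DMSO average so 100% = DMSO; lower means less RPL19A-GFP as with rapamycin TOR inhibition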
AHR act: activates the human aryl hydrocarbon receptor; P35869; AHR-responsive luciferase reporter cells, luminescence; activation, % at 5 µM; 320,000 compounds, 2.5% hits; AID 2796; in the data active = activation above about 47%;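 also: 0% = vehicle wells and 100% = reference agonist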
Target sequence (P35869 whole entry, looked up): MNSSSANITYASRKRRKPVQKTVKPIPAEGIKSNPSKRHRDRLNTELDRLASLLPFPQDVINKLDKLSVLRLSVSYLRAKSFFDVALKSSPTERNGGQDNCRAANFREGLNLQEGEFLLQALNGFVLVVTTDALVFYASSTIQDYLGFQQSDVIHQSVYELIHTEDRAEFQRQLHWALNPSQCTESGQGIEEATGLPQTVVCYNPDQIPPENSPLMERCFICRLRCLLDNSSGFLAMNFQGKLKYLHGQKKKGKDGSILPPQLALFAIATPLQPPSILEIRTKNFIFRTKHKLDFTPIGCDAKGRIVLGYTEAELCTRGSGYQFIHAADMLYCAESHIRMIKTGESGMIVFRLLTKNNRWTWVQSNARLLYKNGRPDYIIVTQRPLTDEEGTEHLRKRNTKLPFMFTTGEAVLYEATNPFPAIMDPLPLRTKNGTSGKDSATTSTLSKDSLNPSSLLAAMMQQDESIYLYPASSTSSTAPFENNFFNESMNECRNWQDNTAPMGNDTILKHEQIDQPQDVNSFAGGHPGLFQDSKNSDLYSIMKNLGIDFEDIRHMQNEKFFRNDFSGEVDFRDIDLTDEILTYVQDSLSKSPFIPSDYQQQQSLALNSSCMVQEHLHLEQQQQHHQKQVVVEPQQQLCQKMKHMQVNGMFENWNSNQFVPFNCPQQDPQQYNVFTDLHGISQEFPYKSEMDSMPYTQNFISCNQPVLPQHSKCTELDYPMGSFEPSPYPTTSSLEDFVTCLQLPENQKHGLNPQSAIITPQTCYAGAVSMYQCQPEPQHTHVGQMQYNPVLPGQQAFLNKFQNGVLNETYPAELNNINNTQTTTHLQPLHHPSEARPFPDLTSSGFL
Efflux pump inh: antifungal efflux pump inhibition, Nile Red retention; inhibition, % at 10 µM; S. cerevisiae Candida pump triplex; 330,000 compounds, 0.44% hits;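 active = plate passing quality check with inhibition over a set limit, or well fluorescence over plate mean plus 4 SD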;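 also: Nile Red retained in pooled yeast measured as flow cytometry median fluorescence; 0% = buffer negative control and 100% = Enniatin B positive control; higher means more Nile Red kept so more efflux inhibition; some compounds called inactive have numbers as strong as hits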
Starred values were filed as active, the others as inactive; nt = not tested or not shown.

SMILES	Yeast superoxide	CIT2-GFP yeast	AGP1-GFP MLPCN	LAP4-GFP MLPCN	MEP2 TOR yeast	RPL19A-GFP yeast	AHR act	Efflux pump inh
O=C(NC(C1CC1)C1CC1)C1CCC(=O)N(CCCN2CCCC2=O)C1 (stereo not drawn)	99.9	106.9	102.2	104.5	97.7	100.2	0.2	0.0
COc1ccc(NC(=O)C2CCN(c3cc(-c4ccccc4)nc4ncnn34)CC2)cc1OC	103.1	111.3	104.6	102.7	106.4	103.8	-0.5	-0.2
C/C(=N\OCC(=O)OCC(=O)N(C)c1ccccc1)c1ccc2c(c1)OCO2	102.1	97.5	99.6	96.2	91.4	93.5	2.5	-0.2
COc1ccc(OCC(=O)Nc2ccccc2C(=O)NC2CC2)cc1	89.0	97.0	94.7	98.1	99.2	93.9	2.4	0.1
CCOC(=O)c1c(NC(=O)Cc2cccs2)sc2c1CCCC2	99.7	97.0	101.3	103.8	95.2	98.4	3.6	-0.2
COc1ccc(CNC(=O)COC(=O)c2ccco2)cc1	102.8	87.0	88.6	104.6	91.7	94.6	2.6	0.0
CNC(=S)N1CCN(C(=O)c2ccco2)CC1	93.6	100.1	102.3	91.4	97.6	114.0	-4.4	-0.6
CC(=O)NCC1CCN(C(=O)C2CCC(=O)N(CCc3cccc(F)c3)C2)CC1 (stereo not drawn)	90.8	nt	98.8	92.7	112.9	108.3	-0.8	0.0
COc1ccc(Cl)cc1/C=C(\C#N)C(N)=O	104.3	104.7	99.4	108.4	90.5	97.2	-0.9	-0.1
CCOc1ccc(NC(=O)Cn2nc(C(N)=O)c3ccccc3c2=O)cc1S(=O)(=O)N1CCCC1	85.9	99.5	101.5	102.9	102.2	99.0	3.9	0.1
CCc1cc(=O)oc2c(C)c(OC(C)C(=O)NC3CC(C)(C)NC(C)(C)C3)ccc12 (stereo not drawn)	94.2	95.4	97.0	88.5	89.3	101.6	0.4	0.2
COc1ccc(S(=O)(=O)NC(C)C(=O)NCCN2CCOCC2)cc1Cl (stereo not drawn)	101.0	108.0	104.2	92.5	104.5	103.5	1.3	0.0
O=C(CS(=O)(=O)Cc1ccccc1)Nc1ccc(Cl)cn1	95.5	89.0	93.9	101.4	109.1	97.5	4.2	0.1
c1ccc(N(c2ccccc2)c2nc(N3CCCC3)nc(-n3ccnc3)n2)cc1	92.4	97.8	90.0	102.0	101.4	95.6	-2.2	0.2
CC(Oc1cccnc1[N+](=O)[O-])C(=O)Nc1ccc(F)cc1 (stereo not drawn)	99.2	115.2	112.0	108.3	103.2	108.6	6.0	0.1
Cc1c(NS(=O)(=O)c2ccc(N3CCCCC3)c([N+](=O)[O-])c2)c(=O)n(-c2ccccc2)n1C	109.7	96.5	98.8	99.6	122.6	99.4	-5.5	0.1
CCC(C)(C)n1nnnc1C(c1cccs1)N1CCc2ccccc21 (stereo not drawn)	105.2	98.0	93.4	87.3	91.6	92.4	5.5	0.2
COc1ccccc1N1CCN(C(=O)c2ccc(S(=O)(=O)N3CCCCCC3)cc2)CC1	107.7	99.9	104.2	102.4	97.8	97.5	-0.1	0.4
CC(OC(=O)c1cc(O)c2ccccc2c1O)C(=O)Nc1ccc(C(N)=O)cc1 (stereo not drawn)	122.2	96.9	105.8	100.4	100.4	98.9	102.8*	0.0
COc1ccc(NC(=O)CCS(=O)(=O)c2cc3c(cc2Cl)NC(=O)CO3)cc1OC	90.7	102.8	99.8	102.1	103.5	96.4	1.2	0.1
Cc1nc2cc(CO)ccc2s1	111.8	88.9	87.1	88.6	94.1	89.3	2.5	0.0
CCCc1cc(=O)[nH]c(=S)[nH]1	104.2	90.7	96.7	95.9	98.6	102.6	-0.5	0.1
COc1ccc(-c2nnc(NC(=O)c3ccccc3[N+](=O)[O-])s2)c(OC)c1	99.5	99.6	92.1	97.2	96.3	95.4	12.4	0.0
CC(=O)c1ccccc1OCCOCCOCCOc1ccccc1C(C)=O	93.5	102.0	98.0	102.7	102.2	107.3	2.5	0.0
CCOC(=O)c1c(-c2ccc(C)cc2)csc1NC(=O)CCN1CC(C)OC(C)C1 (stereo not drawn)	128.8	103.9	91.5	88.3	99.2	99.3	7.1	-0.2

Reprinted from the part before: 3 compounds, followed by the next part.
SMILES	Yeast superoxide	CIT2-GFP yeast	AGP1-GFP MLPCN	LAP4-GFP MLPCN	MEP2 TOR yeast	RPL19A-GFP yeast	AHR act	Efflux pump inh
COc1ccc(-c2nnc(NC(=O)c3ccccc3[N+](=O)[O-])s2)c(OC)c1	99.5	99.6	92.1	97.2	96.3	95.4	12.4	0.0
CC(=O)c1ccccc1OCCOCCOCCOc1ccccc1C(C)=O	93.5	102.0	98.0	102.7	102.2	107.3	2.5	0.0
CCOC(=O)c1c(-c2ccc(C)cc2)csc1NC(=O)CCN1CC(C)OC(C)C1 (stereo not drawn)	128.8	103.9	91.5	88.3	99.2	99.3	7.1	-0.2
Cc1ccc(Nc2nc(CSc3n[nH]c(N)n3)cs2)cc1	101.0	101.0	108.0	107.6	100.5	100.7	8.2	-0.1
COc1ccc(-c2c(C)n([O-])c3c([n+]2=O)CCCCC3)cc1	103.3	102.4	97.4	93.3	114.7	103.7	-1.8	0.0
CC1CN(c2oc(Cc3cccc4ccccc34)nc2C#N)CC(C)O1 (stereo not drawn)	99.5	79.9	86.9	85.9	96.5	89.8	3.5	0.1
Cc1cc(C)n(-c2ccc(C(=O)Nc3cc(C(F)(F)F)ccc3N3CCOCC3)cc2)n1	91.8	107.7	110.0	102.3	110.4	104.3	-0.3	0.0
CCN(CC)S(=O)(=O)c1ccc(OCC(=O)NCc2ccco2)cc1	102.7	103.3	99.5	96.9	98.7	96.1	0.1	-0.1
CCOC(=O)c1cc(-c2ccccc2)n(CC(=O)Nc2cc(OC)cc(OC)c2)c1C	92.7	96.3	95.0	97.8	103.1	103.0	7.7	-0.1
O=C(COc1ccc(Oc2ccccc2)cc1)NC1CCS(=O)(=O)C1 (stereo not drawn)	99.6	107.6	101.7	93.9	103.3	105.1	1.0	0.0
CCn1c(SCC(=O)Nc2ccc(C)cc2)nc2sc3c(c2c1=O)CCN(C)C3	103.2	97.4	98.9	106.3	101.6	99.8	-1.6	-0.1
CCOC(=O)CCSc1nc2c(c(C(F)(F)F)c1C#N)CCC2	87.6	94.9	100.8	132.9	99.2	96.6	-1.3	0.1
COC(=O)CCC(=O)Nc1ccc(Cl)c(Cl)c1	100.3	99.6	104.4	107.1	111.7	104.4	-1.6	0.2
CCCN1CCN(C(=S)Nc2ccccc2C(F)(F)F)CC1	123.6	103.0	110.7	104.0	108.4	102.8	-0.7	-0.1
Cc1ccc(O)c(-c2cc(C(F)(F)F)[nH]n2)c1	93.0	nt	97.2	108.9	109.1	106.6	6.6	0.1
CC(=O)Nc1ccc(NC(=O)C2C3C=CC(C3)C2C(=O)O)cc1 (stereo not drawn)	99.7	112.4	100.7	88.6	103.9	102.9	-0.2	-0.1
O/N=C(\CN1CCCCC1)c1ccccc1	110.7	113.4	106.8	107.7	120.8	113.1	1.9	-0.6
CN(Cc1nc(-c2ccccn2)no1)S(=O)(=O)c1ccc(Cl)cc1	82.8	101.0	97.0	101.3	104.5	100.6	-1.0	0.0
C=CCOc1ccc(/C=C/C(=O)OCC(=O)NCC(=O)Nc2c(C)cc(C)cc2C)cc1	101.8	68.5	69.1	100.8	97.2	105.1	0.0	0.1
Cc1cccc(C)c1NC(=O)Cn1nnnc1N	86.0	98.5	106.7	98.5	109.8	100.7	1.4	-0.1
COc1cc(NS(=O)(=O)c2cccc3nsnc23)cc(OC)c1	94.8	97.5	94.7	100.1	105.6	99.2	0.7	-0.1
CC(=O)c1ccc(NC(=O)COC(=O)C2C3CC4OC(=O)C2C4C3)cc1 (stereo not drawn)	99.4	97.5	89.3	97.9	93.2	89.5	1.3	-0.6
COc1ccccc1C(=O)Nc1ccc2c(c1)nc(CCNC(C)=O)n2C	98.9	98.7	108.4	106.2	105.5	101.8	-8.7	0.0
COC(=O)CSc1nnc(COc2cccc3ccccc23)o1	109.5	85.2	92.6	94.0	95.4	95.3	4.1	-0.1
OC(COCc1ccc(Cl)cc1)CN1CCCCC1 (stereo not drawn)	103.9	95.5	96.5	96.9	104.3	98.9	-1.0	1.1*
COc1ccc(C(=O)N(Cc2nc(-c3ccc(C)cc3)no2)C2CCCCC2)cc1OC	125.9	93.8	95.2	97.6	89.4	93.0	1.3	-0.1
COCCCNC(=O)C1CCN(S(=O)(=O)c2c(C)noc2/C=C\c2ccc(OC)cc2)CC1	102.7	92.4	101.3	106.2	103.1	100.2	-2.5	0.1
Cc1ccc(S(=O)(=O)NCCN=Cc2ccc(N(C)C)cc2)cc1	84.9	99.8	98.6	83.2	98.6	107.5	-1.4	0.1

Single records, as listed above:
`CCCN1CCN(C(=S)Nc2ccccc2C(F)(F)F)CC1` is entered as Yeast superoxide = 123.6; CIT2-GFP yeast = 103.0; AGP1-GFP MLPCN = 110.7; LAP4-GFP MLPCN = 104.0; MEP2 TOR yeast = 108.4; RPL19A-GFP yeast = 102.8; AHR act = -0.7; Efflux pump inh = -0.1
`CC(=O)c1ccccc1OCCOCCOCCOc1ccccc1C(C)=O` is entered as Yeast superoxide = 93.5; CIT2-GFP yeast = 102.0; AGP1-GFP MLPCN = 98.0; LAP4-GFP MLPCN = 102.7; MEP2 TOR yeast = 102.2; RPL19A-GFP yeast = 107.3; AHR act = 2.5; Efflux pump inh = 0.0

Additional entries:
SMILES	Yeast superoxide	CIT2-GFP yeast	AGP1-GFP MLPCN	LAP4-GFP MLPCN	MEP2 TOR yeast	RPL19A-GFP yeast	AHR act	Efflux pump inh
O=c1c(-c2ccccc2)c(-c2ccccc2)oc2cc(O)cc(O)c12	122.2	97.4	79.5	86.9	101.8	104.8	1.8	0.1
CC1(OC(=O)C2CCCC2)C(=O)C=C2C=C(c3ccsc3)N(C3CCCC3)C=C2C1=O (stereo not drawn)	92.8	52.1	65.4	99.7	84.0	95.2	-1.3	-0.2
CCc1cc(-c2n[nH]c(=S)n2Cc2ccccc2)cs1	101.4	99.6	97.9	105.1	99.4	98.1	3.2	0.2
CCn1c(=NC(=O)CSC(C)=O)sc2cc(F)ccc21	82.6	104.4	89.7	102.1	95.1	90.7	20.5	-0.1
Cc1ccc2nc(N3CCCCC3)c(C=O)c(=O)n2c1	105.1	104.3	106.7	123.6	127.5	104.0	0.5	0.1
CSc1ccc(CNC2CC2)cc1	101.2	92.7	99.2	94.2	93.6	93.8	1.2	0.0
COc1ccc(-c2noc(CN(C(=O)c3cccs3)C(C)C)n2)cc1	99.7	85.1	87.7	97.4	100.6	92.3	-0.4	-0.5
Cc1ccc2[nH]c(=O)c3cc(C(=O)NCCN4CCN(C)CC4)sc3c2c1	89.9	107.9	108.7	103.9	102.9	102.3	1.9	0.0
CCc1nc2oc3ccccc3c(=O)c2c(=O)n1CCOC	89.3	99.0	97.1	95.8	93.9	97.5	19.3	-0.1
O=C(Nc1ccc(OC(F)F)c(Cl)c1)c1cccc(OC(F)F)c1	126.7	100.7	86.1	111.6	107.3	103.8	-7.1	0.3
CCCOC(=O)c1ccc(NC(=O)CCC(=O)OCC)cc1	104.5	93.8	94.4	86.4	89.3	96.1	-0.5	0.0
COc1ccccc1Oc1nc2c(c(=O)n(Cc3ccccc3F)c(=O)n2C)n1C	88.9	87.2	99.4	103.0	93.6	101.6	1.5	-0.2
CCCOc1ccc(C(F)(F)F)cc1NC(=O)C1CC(=O)N(Cc2ccco2)C1 (stereo not drawn)	102.6	94.6	91.3	96.1	93.3	92.5	10.7	0.2
COC(=O)c1ccsc1NC(=O)CS(=O)(=O)c1ccccc1	101.5	97.9	97.9	103.3	108.3	100.0	0.5	0.3
CC1(c2ccco2)NC(=O)NC1=O (stereo not drawn)	98.8	100.4	110.2	100.8	98.7	105.4	-1.4	0.2
CC1=CC(C)(C)NC(=S)N1c1ccccc1	85.7	99.9	101.0	101.4	100.3	96.4	-3.0	-0.1

An unsorted share of the library, and some 3.9% of all compounds hit somewhere here.
